Nrf2 block – blocks Nrf2 signaling; A549 ARE-Fluc reporter, luciferase luminescence, 18-24 h; hit rate 2.1% among 360,000; AID 504444; Potency, µM (doses to about 46 µM), for inactives: at the top dose activity change, negative = inhibition, hits mostly inhibitors; note: potency is the fitted concentration of half-maximal effect; % is set by controls: 0 for no effect and ±100 for the full control effect; nearly all actives have a fitted effect of over 60% in size
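A549 ARE_Fluc cells, 5000/well, 5% FBS OPTI-MEM; compounds in dose-response, 18-24 h at 37 °C/5% CO2; CellTiter-Fluor viability read (Ex 405/Em 525), then BugLite luciferase luminescence = Nrf2 activity.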
Akt phos inh – Akt phosphorylation inhibition; Neuro2A IGF-stimulated pAkt S473 HTRF, 20 min; stronger effect = lower value; AID 651550; activity change, % for hits at 50 µM; hit rate 0.32% among 360,000; in the data active = activity change below about -80%; inconclusive = mostly about -51% to -80%; note: % is set by controls: 0 for no effect and ±100 for the full control effect
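Neuro2A cells (4,500/well, DMEM with 0.5% FBS) were treated with compound at a single 50 µM final concentration, stimulated with 6 nM IGF for 20 min at 37 °C, and lysed. Phospho-Akt Ser473 was read by HTRF as 665/615 ratio ×10^4.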
ATXN viability – cell viability loss in ATXN counter-screen. S2 cells (HEK-293 line with an ATXN2-luciferase reporter) viability, CellTiter-Fluor protease fluorescence, 24 h. Potency, µM (series often up to 56.7 µM), most hits filed as cytotoxic. hit rate 0.49% among 400,000. AID 651635; note: potency is the fitted concentration of half-maximal effect; nearly all actives have a fitted effect of over 40% in size
Nrf2 activator – activators of Nrf2 (ARE) signaling | AREc32 ARE-luciferase reporter (MCF7-derived line), luminescence, 24 h | Potency, µM (highest dose often 46.1 µM), for inactives: top-dose activation, usual class: activators | hit rate 0.31% among 410,000 | AID 624171; note: potency is the fitted concentration of half-maximal effect; % of control where 0% means no effect; nearly all actives have a fitted effect of over 65% in size
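ARE activation measured as luciferase luminescence (Steady-Glo, 30 min RT) in AREc32_Fluc cells after 24 hr compound exposure at 37 deg C, 5% CO2; cells seeded overnight at 1000/well in OPTI-MEM, 5% FBS.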
HepG2 tox – kills HepG2 cells in TGF-b inhibitor counter-screen | HepG2 CAGA-GFP viability, ATP luminescence, 18 h | Potency, µM (series often up to 46.1 µM), inactives show top-dose activity change, negative = cytotoxicity, hits mostly cytotoxic | hit rate 0.76% among 410,000; note: potency is the fitted concentration of half-maximal effect; some results filed as inactive show a strong effect at the top dose
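HepG2 CAGA-GFP cells (1000/well, DMEM with 1% FBS) received compound, then TGF-beta at 500 pg/mL final, and were incubated 18 hours at 37 degrees C. Viability was read by CellTiter-Glo luminescence. Media-only wells were set as complete cell-killing and DMSO as no toxicity.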
A549 viability – counter-screen for Nrf2 inhibitors: cytotoxicity in A549 cells; A549 ARE-Fluc cells, CellTiter-Fluor viability, 18-24 h; Potency, µM (titrated, usually from 46 µM), for the others: at the top dose activity change, negative = cytotoxicity, actives largely listed as inhibitors; hit rate 0.16% among 390,000; note: potency is the fitted concentration of half-maximal effect; % is set by controls: 0 for no effect and ±100 for the full control effect
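Cytotoxicity counterscreen: CellTiter-Fluor fluorescence was measured in A549 ARE_Fluc cells after 18-24 h of compound exposure in a concentration series. The subsequent BugLite luminescent read reports ARE-luciferase activity.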
CCT chaperon mod – modulators of cytosolic chaperonin (CCT/TRiC) activity; hit rate 0.3% among 360,000; purified chaperonin ATPase assay, HTRF ADP detection, 30 min; AID 651819; activity change, % (concentration not given with the values), hits read low; in the data active = activity change below about -30%; note: % is set by controls: 0 for no effect and ±100 for the full control effect
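TRiC (40 or 20 nM final, by batch activity) in 30 mM Tris pH 7.4, 100 mM KCl, 5 mM MgCl2, 1 mM DTT was treated with compound at 76 uM single dose, then 10 uM ATP, 30 min at 37 °C. ADP was read by HTRF Transcreener.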
MmCpn inh – M. maripaludis TRiC chaperonin inhibition; purified Mm-Cpn ATPase, ADP Transcreener TR-FRET; hit rate 0.031% among 330,000; AID 504842; Potency, µM (doses to about 76.9 µM), for the others: at the highest dose activity, negative = inhibition, hits mostly inhibitors; note: potency is the fitted concentration of half-maximal effect; % is set by controls: 0 for no effect and ±100 for the full control effect; nearly all actives have a fitted effect of over 80% in size
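Inhibition of chaperonin ATP hydrolysis is measured as reduced ADP production, detected by competitive TR-FRET in which signal falls with ADP. Final enzyme 25 nM and ATP 10 uM, reacted 30 min at 37°C.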
TGFb SMAD3 inh – inhibitors of TGF-b signaling; HepG2 CAGA-GFP TGF-b/SMAD3 reporter, GFP fluorescence, 18 h; TGF-beta stimulated, 500 pg/mL final; Potency, µM (highest dose often 46.1 µM), for inactives: top-dose activity, negative = inhibition, actives largely listed as inhibitors; hit rate 1.2% among 410,000; note: potency is the fitted concentration of half-maximal effect; % is set by controls: 0 for no effect and ±100 for the full control effect; nearly all actives have a fitted effect of over 65% in size
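TGF-beta reporter screen: HEPG2 CAGA-GFP, 1% FBS, 500 pg/mL TGF-beta final, 18 h; per-cell GFP summed per well; curves fitted and categorized by class.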
An asterisk follows results filed as active; i = inactive; ? = inconclusive; / = no result given; [ ] = remark or other dose. Unless noted, calls come from the whole dose curve; as a rule, active = well fitted curve in the direction sought with a large enough effect; inconclusive = small, poorly fitted or top-dose-only effect, or another doubt; inactive = no such curve, though single readings can be large; an effect the other way counts as inactive or inconclusive.

entry	molecule	Nrf2 block	Akt phos inh	ATXN viability	Nrf2 activator	HepG2 tox
1	Cc1ccc(NC(=O)C(=O)NCCOc2ccc(Cl)cc2)c(C)c1	-4%	i	i	0.4%	-34%
2	Cc1ccc(C)c(C(=O)CSc2n[nH]c(C)n2)c1	-9%	i	i	-0.7%	0%
3	C=CCC(C#Cc1ccccc1)[N+](C)(C)CC=C (configuration not stated)	/	i	i	-0.5%	-61%
4	CCOC(=O)C1(C)C=C(Nc2ccc(OC)cc2)C(=O)N1c1ccc(OC)cc1 (configuration not stated)	4%	i	i	0.3%	9%
5	O=C(c1ccc(F)cc1)C1CCN(C(=O)Nc2ccc(F)cc2)CC1	?	i	i	0.2%	-19%
6	S=c1nc(-c2ccc(Br)cc2)oc2c1CCCC2	?	i	i	6.6%	-3%
7	CCN1CCN(Cc2ccc(NC(=O)Nc3cccs3)cc2)CC1	?	i	i	-0.8%	5%
8	O=C(NCCN1CCOCC1)c1ccc(/C=C2\Sc3ccccc3N(Cc3ccccc3F)C2=O)cc1	-4%	i	i	2.8%	-49%
9	Nc1c(Cl)ncnc1N1CCOCC1	0%	i	i	-0.8%	-1%
10	COc1ccc(-n2nc3c(c2NC(=O)COc2ccccc2F)CS(=O)(=O)C3)cc1	-13%	i	?	-1.0%	0%
11	CCOC(=O)C1=CN(Cc2cccc(-c3ccc(F)cc3)c2)S(=O)(=O)N(C)C1C (configuration not stated)	-26%	i	i	6.6%	-17%
12	COc1ccc(OC)c(NC(=O)NCCc2c[nH]c3ccccc23)c1	-31%	i	i	-0.4%	-1%

entry	A549 viability	CCT chaperon mod	MmCpn inh	TGFb SMAD3 inh
1	-1%	0.3	0%	-22%
2	/	-0.2	-1%	1%
3	-2%	0.1	-1%	10%
4	15%	1.5	4%	?
5	2%	-34*	3%	-12%
6	6%	1.4	0%	-6%
7	-8%	-1.6	-1%	14%
8	2%	0.1	-4%	?
9	1%	0.9	-2%	0%
10	-6%	-32*	1%	-6%
11	26%	-1.0	-1%	-25%
12	-4%	-1.8	2%	4%

More results follow:
entry	molecule	Nrf2 block	Akt phos inh	ATXN viability	Nrf2 activator	HepG2 tox
13	COc1ccc(C(=O)CSc2nnc(CNC(=O)c3ccccc3)n2C)cc1	-11%	i	i	0.1%	-24%
14	CC(C)OCCCNS(=O)(=O)c1ccc2ccccc2c1	-11%	i	i	-0.5%	-12%
15	CCOC(=O)Cc1ccc(NC(=O)n2ncc3c(C)cccc32)cc1	-14%	/	i	-1.3%	-28%
16	Cc1cc(C)n(CCc2nc3c4ccccc4nc(SCc4ccc(Cl)cc4)n3n2)n1	/	/	i	-0.7%	5%
17	CCC(C(=O)N1CCCCCC1)n1nc(C)n2c(cc3occc32)c1=O (configuration not stated)	7%	i	i	0.6%	-3%
18	COc1ccc(NC(=O)c2cnc(Nc3ccc(C)c(Cl)c3)c3ccccc23)cc1OC	6%[9.27 µM]	/	i	0.1%	4%
19	Cc1nnc(NC(=O)CSc2ccc3nnc(-c4ccccn4)n3n2)s1	10%	i	i	-0.4%	1%
20	CN(C(=O)COC(=O)/C=C/c1cccc([N+](=O)[O-])c1)C1CCS(=O)(=O)C1 (configuration not stated)	?	i	i	12%	-38%
21	Cc1ccc(Cc2nc3ccccc3[nH]2)cc1	0%	i	i	3.7%	-3%
22	Cc1noc(Cn2c(=O)c3ccccc3n(CC(=O)Nc3ccc(C(C)C)cc3)c2=O)n1	-27%	/	/	3.8%	-52%
23	CC(=O)Nc1ccc(Oc2cc(N)cc([N+](=O)[O-])c2)cc1	6%	i	i	0.0%	2%
24	CCOc1ccc(C(=O)Nc2ccc(-c3cc4ccccc4oc3=O)c(C)c2)cc1[N+](=O)[O-]	?	i	i	4.3%	-30%

entry	A549 viability	CCT chaperon mod	MmCpn inh	TGFb SMAD3 inh
13	1%	0.3	1%	0%
14	-3%	-7.5	-1%	-2%
15	0%	/	/	16%
16	-3%	/	/	6%
17	-1%	-3.7	3%	3%
18	-6%	/	/	0%
19	-1%	1.5	-5%	9%
20	-14%	0.2	0%	-12%
21	-6%	-0.4	-7%	1%
22	-1%	/	/	?
23	5%	-2.3	0%	11%
24	2%	-0.4	-2%	?

More structures follow.
entry	molecule	Nrf2 block	Akt phos inh	ATXN viability	Nrf2 activator	HepG2 tox
25	COc1ccc(C(=O)NC2CCN(C(=S)Nc3ccc(C)c(C)c3)CC2)cc1	?	i	i	0.9%	4%
26	O=C(CCN1CCN(c2ccccc2)CC1)N/N=C/c1ccccc1OC(F)F	-12%	i	i	2.8%	-31%
27	CCCc1cc(=O)[nH]c(SCC(=O)N2C(C)CCCC2C)n1 (configuration not stated)	20%	i	i	-0.1%	-2%
28	CN1CCc2c(sc(NC(=O)C3COc4ccccc4O3)c2C(N)=O)C1 (configuration not stated)	-2%	i	i	3.4%	-11%
29	CCC(C(=O)Nc1cccc(Cl)c1C)n1nc(-c2ccc(C)cc2)ccc1=O (configuration not stated)	11%	/	?	0.0%	2%
30	Fc1ccccc1C(c1nnnn1Cc1ccc2c(c1)OCO2)N1CCN(Cc2ccccc2)CC1 (configuration not stated)	-29%	i	i	-0.7%	3%
31	Nc1nccc(-c2cc(-c3ccc(Cl)cc3Cl)no2)n1	?	i	i	2.5%	0%
32	CNC(=S)N(CCc1ccc(S(N)(=O)=O)cc1)C1CC(=O)N(c2ccccc2F)C1=O (configuration not stated)	?	i	?	?	0%
33	Cn1nnnc1SCC(=O)NC(=O)c1cccc([N+](=O)[O-])c1	8%	i	i	-0.4%	7%
34	CCCCN(C(=O)C1COc2ccccc2O1)c1c(N)n(CCC)c(=O)[nH]c1=O (configuration not stated)	1%	i	i	-0.3%	0%
35	CSc1nc2ccc(NC(=O)c3cc4ccccc4o3)cc2s1	?	i	i	2.3%	2%
36	O=S(=O)(NCC(c1ccco1)N1CCOCC1)c1ccc(Br)cc1 (configuration not stated)	/	/	i	3.9%	-15%

entry	A549 viability	CCT chaperon mod	MmCpn inh	TGFb SMAD3 inh
25	-13%	3.1	0%	-23%
26	19%	1.1	2%	?
27	-13%	0.0	-8%	0%
28	-12%	-3.2	0%	7%
29	-16%	/	/	-1%
30	-10%	-0.3	2%	-3%
31	3%	-0.9	2%	-16%
32	1%	0.5	-1%	-1%
33	-1%	0.7	0%	8%
34	0%	-1.3	0%	-13%
35	-4%	-4.6	1%	-2%
36	10%	/	/	-29%

Excerpt: entries 27–30
entry	molecule	Nrf2 block	Akt phos inh	ATXN viability	Nrf2 activator	HepG2 tox
27	CCCc1cc(=O)[nH]c(SCC(=O)N2C(C)CCCC2C)n1 (configuration not stated)	20%	i	i	-0.1%	-2%
28	CN1CCc2c(sc(NC(=O)C3COc4ccccc4O3)c2C(N)=O)C1 (configuration not stated)	-2%	i	i	3.4%	-11%
29	CCC(C(=O)Nc1cccc(Cl)c1C)n1nc(-c2ccc(C)cc2)ccc1=O (configuration not stated)	11%	/	?	0.0%	2%
30	Fc1ccccc1C(c1nnnn1Cc1ccc2c(c1)OCO2)N1CCN(Cc2ccccc2)CC1 (configuration not stated)	-29%	i	i	-0.7%	3%

entry	A549 viability	CCT chaperon mod	MmCpn inh	TGFb SMAD3 inh
27	-13%	0.0	-8%	0%
28	-12%	-3.2	0%	7%
29	-16%	/	/	-1%
30	-10%	-0.3	2%	-3%

(more compounds)
entry	molecule	Nrf2 block	Akt phos inh	ATXN viability	Nrf2 activator	HepG2 tox
37	CCOC(=O)c1sc(N)c(C(=O)Nc2ccccc2OC)c1C	-19%	i	?	5.6%	-23%
38	CCOC(=O)N1CCN(S(=O)(=O)c2cc(OCC)ccc2OCC)CC1	-17%	i	i	-0.4%	-14%
39	Cc1ccc(N2C(=O)C(NC(=O)c3ccccc3F)(C(F)(F)F)C3=C2CC(C)(C)CC3=O)cc1 (configuration not stated)	-10%	i	i	0.2%	4%
40	Cn1nc(C(C)(C)C)cc1N1C(=O)CCC1(C)C(=O)NC1CCCCC1 (configuration not stated)	/	i	i	-1.0%	4%
41	CCOc1ccc(C(C(=O)NCC2CCCO2)N(C(=O)c2snc(C(N)=O)c2N)c2ccc(F)cc2)cc1 (configuration not stated)	-13%	i	i	0.0%	-4%
42	O=C1C=C(c2c(O)ccc3ccccc23)c2ccccc2C1=O	-1%	i	/	-3.4%	13µM*
43	Cc1ccc(NC(=O)CN2C(=O)S/C(=C\c3ccc(-c4cccc(C(=O)O)c4C)o3)C2=O)cc1C	-13%	i	/	0.2%	-4%
44	Cc1cc(NC(=O)c2ccc(Cl)c(S(=O)(=O)N3CCCCC3)c2)no1	23µM*	i	i	-0.2%	-18%
45	CC(=O)N1C(O)CC(C)N1c1ccccc1 (configuration not stated)	11%	i	i	-0.8%	-2%
46	CCN(CC)CCN1C(=O)C(O)=C(C(=O)c2ccc(C)o2)C1c1ccccn1 (configuration not stated)	-3%	i	i	0.2%	7%
47	CC(C)C1Oc2ccccc2N(CC(=O)N(Cc2ccccn2)CC2CCCO2)C1=O (configuration not stated)	4%	i	i	-0.7%	0%
48	CCOc1cc(/C=C2\SC(=O)N(c3ccc(O)cc3)C2=O)ccc1O	15%	i	i	9.1%	-70%
49	Cc1ccc(N=C(N)N=C(N)N)c(C)c1	-1%	i	i	-0.4%	-58%

entry	A549 viability	CCT chaperon mod	MmCpn inh	TGFb SMAD3 inh
37	-14%	-0.7	-9%	3%
38	-7%	-1.7	1%	2%
39	-1%	1.2	-1%	-6%
40	/	-1.3	/	-20%
41	-4%	-3.3	-25%	1%
42	-10%	1.8	/	2.8µM*
43	?	-0.5	-1%	2%
44	-16%	1.4	2%	-14%
45	-1%	-3.6	1%	-5%
46	-14%	-0.4	/	-4%
47	-5%	-1.5	-13%	0%
48	1%	3.1	2%	?
49	1%	-3.5	-1%	4%

Compound activity (PubChem)
